High-throughput results (PubChem)
UHRF1 MBD2 ctr: UHRF1 methyl-DNA binding inhibition. UHRF1 binding to methylated oligo, TR-FRET. inhibition, % at 4.4 µM. 0.75% of 370,000 active; in the data active means inhibition above about 21%;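 further: UHRF1 SRA domain binding a hemimethylated CpG hairpin DNA probe; 0% = median of test compound wells and 100% = reference inhibitor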
PLCb3 inh: blocks human PLC-beta3 enzyme activity; AID 720704; 0.18% of 370,000 active; inhibition, % at 12.2 µM; Q01970; Purified PLC-beta3, fluorogenic substrate, fluorescence; in the data active means inhibition above about 11%;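 further: 0% = median of compound wells on plate and 100% = full blocker control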
PLC-gamma1 inh: PLC-gamma1 (human) inhibition, primary screen; purified PLC-gamma1, fluorogenic substrate, fluorescence; inhibition, % at 12.2 µM; 0.84% of 370,000 active; in the data active means inhibition above about 9.5%
DDE Tn6 FP inh: inhibitors of Tn6 peptide binding to human fibrin DD(E) | inhibition, % at 8.3 µM | Fibrin DD(E) TRITC-Tn6 fluorescence polarization displacement | P02675 | AID 720509 | 0.21% of 370,000 active;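 active means inhibition above a per-campaign cutoff: mean of compounds within control limits plus 3 SD, cut at about 15% in these data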;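 further: 0% = median of all compound wells on the plate and 100% = blocking peptide control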
Target sequence (P02675 whole entry, looked up): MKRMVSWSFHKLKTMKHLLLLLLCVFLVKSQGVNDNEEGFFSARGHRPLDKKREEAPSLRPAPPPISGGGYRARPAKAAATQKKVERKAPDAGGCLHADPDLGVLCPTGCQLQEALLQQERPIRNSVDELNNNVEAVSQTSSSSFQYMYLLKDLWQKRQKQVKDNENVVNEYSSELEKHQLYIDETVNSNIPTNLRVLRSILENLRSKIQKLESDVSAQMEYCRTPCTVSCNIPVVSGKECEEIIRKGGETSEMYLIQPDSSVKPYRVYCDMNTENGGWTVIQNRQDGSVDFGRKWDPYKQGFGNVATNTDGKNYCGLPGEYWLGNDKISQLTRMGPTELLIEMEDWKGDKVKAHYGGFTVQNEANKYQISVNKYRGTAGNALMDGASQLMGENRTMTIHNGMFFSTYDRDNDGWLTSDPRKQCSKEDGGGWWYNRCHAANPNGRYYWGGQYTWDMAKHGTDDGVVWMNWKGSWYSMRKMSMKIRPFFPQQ
sPLA2-III inh: Inhibits HGIII-sPLA2 liposome hydrolysis, primary screen | 0.56% of 370,000 active | inhibition, % at 12.2 µM | QFRET BODIPY PC-A2 liposome hydrolysis, fluorescence | Q9NZ20;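 active means inhibition above mean plus 3 SD of compounds lying within the high and low control bounds, cut at about 19% in these data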;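 further: 0% = median of test compound wells and 100% = no enzyme DMSO wells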
Target sequence (Q9NZ20 whole entry, looked up): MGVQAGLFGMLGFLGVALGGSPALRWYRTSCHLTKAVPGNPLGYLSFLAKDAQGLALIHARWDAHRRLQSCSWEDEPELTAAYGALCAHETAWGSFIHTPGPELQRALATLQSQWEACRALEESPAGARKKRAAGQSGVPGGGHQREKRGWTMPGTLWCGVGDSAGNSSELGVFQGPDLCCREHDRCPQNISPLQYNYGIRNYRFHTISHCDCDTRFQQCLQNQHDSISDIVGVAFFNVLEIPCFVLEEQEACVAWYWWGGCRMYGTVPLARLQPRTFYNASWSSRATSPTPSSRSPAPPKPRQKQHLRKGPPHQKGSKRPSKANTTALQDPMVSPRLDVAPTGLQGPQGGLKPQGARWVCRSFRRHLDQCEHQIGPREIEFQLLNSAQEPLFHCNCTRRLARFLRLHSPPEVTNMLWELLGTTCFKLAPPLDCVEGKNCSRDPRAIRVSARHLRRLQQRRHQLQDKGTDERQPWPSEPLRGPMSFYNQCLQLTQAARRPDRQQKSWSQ
NR1D1 modulator: modulators of human Rev-erb alpha DNA binding; P20393; Rev-erbα–FITC-DNA binding, fluorescence polarization, 90 min; activity, % at 10 µM; 0.79% of 370,000 active;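 active means activity above about 14%, limit read from the data; passing the limit was not always enough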;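 further: 0% = DMSO wells with 35 nM protein and 100% = DMSO wells with 750 nM protein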
proKLK7 act: activators of human kallikrein-7 zymogen; P49862; purified proKLK7, EDANS-DABCYL substrate fluorescence; 100% is mature enzyme control, 0% vehicle; activation, % at 7 µM; 0.9% of 370,000 active; AID 652039;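 active means activation above the mean of all tested compounds plus 3 SD, computed per campaign excluding outliers beyond control limits, cut at about 13% in these data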
ARFGAP1 inhibitor: rat ARFGAP1 inhibition. Q62848. Arfgap1-stimulated ARF1 GTP hydrolysis, GDP FP detection. inhibition, % at 16.5 µM. 0.26% of 360,000 active;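 active means inhibition above a per-plate limit, mean inhibition of low control wells plus 3 SD, cut at about 25% in these data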;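 further: 0% = DMSO wells with enzyme and 100% = wells lacking Arfgap1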
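Assay system: purified rat His6-Arfgap1 residues 1-136 (GAP domain); Reagent: human Δ17 ARF1 bound to GTP; Dosing: 16.5 µM single point, 1.26% DMSO; Times: GTP hydrolysis reaction 2 h at 25 °C; Signal: FP, GDP Alexa 633 tracer displaced from anti-GDP antibody, 620/688 nm; Measure: % inhibition from polarization.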
ASAP1 GAP inh: inhibitors of human ASAP1 ArfGAP activity; AID 624377; ASAP1-stimulated ARF1 GTP hydrolysis, GDP FP detection; Q9ULH1; 0.19% of 360,000 active; inhibition, % at 16.5 µM; in the data active means inhibition above about 25%;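 further: 0% = vehicle with enzyme and substrate and 100% = no enzyme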
DDE Tn7 FP inh: inhibitors of Tn7 peptide binding to human fibrin DD(E) | inhibition, % at 8.3 µM | AID 720508 | FP displacement of FITC-Tn7 peptide from fibrin DD(E); 0% = median of compound wells per plate | 0.13% of 370,000 active;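 active means inhibition above the mean of compounds falling within the control limits plus 3 SD of them, cut at about 14% in these data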;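 further: 0% = plate median of compound wells and 100% = 10 µM Aha-Tn7 peptide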
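Test system: human clot-derived fibrin DD(E) complex / Quantity: 2 µM final DD(E) protein / Incubation: 10 min plus 3 h, room temperature / Measured by: fluorescence polarization / Benchmarks: high control of 10 µM Aha-Tn7 peptide / Replicates: singlicate testing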
* hit, by the source's call; . = not tested or not shown; & = joins results of further samples.

molecule	UHRF1 MBD2 ctr	PLCb3 inh	PLC-gamma1 inh	DDE Tn6 FP inh	sPLA2-III inh	NR1D1 modulator	proKLK7 act	ARFGAP1 inhibitor	ASAP1 GAP inh	DDE Tn7 FP inh
O=C(CCCN1C(=O)/C(=C/c2ccc(F)cc2)SC1=S)NC1CCS(=O)(=O)C1 (configuration not stated)	-2.5	-5.5	3.4	-8.9	-4.6	5.8	0.3	-4.4	-2.3	-3.5
O=C(CCn1c(=O)sc2ccccc21)NCCCn1ccnc1	-0.3	0.7	0.7	1.0	-0.9	0.2	-0.2	12.3	1.4	-10.1
O=C(CCNS(=O)(=O)c1ccccc1)NNC(=O)c1csc(N2CCOCC2)n1	-0.7	-13.5	-7.7	2.5	14.6	-2.2	-0.2	6.6	-2.0	2.0
O=C(COC(=O)Cc1ccccc1F)Nc1ccc(Cl)cn1	0.7	-2.3	-0.7	6.4	0.0	5.9	0.4	-6.0	8.3	-3.9
O=C(COC(=O)c1cc(=O)c2ccccc2o1)NC1CCCC1	-0.9	-1.4	0.2	-8.0	3.0	-1.2	0.3	0.9	3.2	3.5
O=C(c1ccc(Cl)c(S(=O)(=O)N2CCOCC2)c1)N1CCN(c2ccccn2)CC1	0.9	-6.9	-1.9	9.4	9.7	6.0	0.2	1.9	-7.1	-6.5
COc1ccc(S(=O)(=O)N2CCOC2CNC(=O)C(=O)NCCc2ccccc2)cc1C (configuration not stated)	-2.0	2.3	-0.8	-1.6	-9.7	0.5	0.7	-0.8	3.0	-7.8
CCCSc1ccc(-c2nn(-c3ccccc3)cc2/C=C(/C#N)C(=O)NCCCOC)cc1	15.9	0.0	-1.6	-0.5	7.1	-0.9	0.0	-1.2	-10.5	5.0
O=C(CN1CCN(Cc2ccc(F)cc2Cl)C1=O)NCCc1ccccc1	-3.0	3.1	6.0	-0.6	-1.3	-2.3	-0.4	-7.0	-13.8	2.8
Cn1c(=O)n(C)c2cc([N+](=O)[O-])c(N3CCN(S(C)(=O)=O)CC3)cc21	-3.6	10.2	6.6	0.0	-0.1	1.2	0.6	14.5	-6.7	-12.3
Clc1nc(NCc2cccnc2)nc(N2CCOCC2)n1	5.4	0.9	5.8	-0.7	4.1	1.0	0.2	9.6	2.6	-4.1
CC(NC(=O)CNC(=O)c1sc2ccccc2c1Cl)c1ccc(S(N)(=O)=O)cc1 (configuration not stated)	-1.9	-5.1	-1.4	1.9	-24.2	0.6	0.4	1.8	1.0	5.2

Single entries from the entries so far.
Cn1c(=O)n(C)c2cc([N+](=O)[O-])c(N3CCN(S(C)(=O)=O)CC3)cc21 in NR1D1 modulator is entered as 1.2
O=C(c1ccc(Cl)c(S(=O)(=O)N2CCOCC2)c1)N1CCN(c2ccccn2)CC1 in UHRF1 MBD2 ctr is entered as 0.9

More records follow.
molecule	UHRF1 MBD2 ctr	PLCb3 inh	PLC-gamma1 inh	DDE Tn6 FP inh	sPLA2-III inh	NR1D1 modulator	proKLK7 act	ARFGAP1 inhibitor	ASAP1 GAP inh	DDE Tn7 FP inh
Cc1cc(C)n(-c2ncc(-c3ccccc3)nn2)n1	-1.9	-2.4	-2.1	6.5	1.1	-4.0	0.4	-0.7	5.9	1.1
O=C(CSc1nnc2scc(-c3ccccc3)n12)Nc1ccc2c(c1)OCCO2	-0.6	0.1	-0.7	-2.1	0.1	10.7	0.1	3.9	6.3	-4.3
C=CCn1c(SCn2nnc3ccccc3c2=O)nnc1C1CCCCC1	8.0	1.8	5.8	1.3	6.2	-2.9	0.1	-0.6	2.7	3.2
Cc1cc(O)c(C2(O)C(=O)Nc3cc(Br)ccc32)cc1C (configuration not stated)	0.4	-2.2	8.8	-7.6	-14.2	4.2	0.4	14.6	8.9	-1.2
Cc1ccc(Nc2nc3ccccc3nc2-n2nc(C)cc2C)cc1	1.0	-12.9	-10.8	2.2	8.0	4.0	-0.1	4.2	-0.1	-0.5
CN(C)C(=O)c1cc(C(=O)c2ccc(C(F)(F)F)cc2)c[nH]1	-0.9	-6.8	-1.3	-8.6	2.4	-1.8	0.0	-0.5	4.7	-1.1
COc1ccccc1N1CCN(S(=O)(=O)c2ccc([N+](=O)[O-])cc2)CC1	0.7	0.9	-1.3	-0.2	3.8	0.9	0.2	-12.5	-16.5	2.2
O=C1C(c2ccccc2)CN1Cc1ccccc1 (configuration not stated)	2.0	1.6	2.0	14.3	6.2	-6.6	0.1	-4.6	4.4	-3.5
Cc1cccc(NCCC(=O)c2ccc(Br)cc2)c1	2.9	-1.2	2.6	-3.0	8.2	-0.4	-0.1	-6.5	15.2	-1.9
Cc1nc(Cl)c2c(n1)N(CC(N)=O)C(=O)CO2	3.2	3.4	0.0	1.0	2.7	-1.4	-0.7	5.1	-10.0	3.3
CCc1ccc(C(=O)/C=C/Nc2ccc(S(=O)(=O)Nc3cnc4ccccc4n3)cc2)cc1	-0.8&-1.6	-2.7&-4.4	-1.1&-1.3	-4.7&4.6	-4.9&-2.1	10.3&-16.1	0.1&-0.1	-6.3&4.2	-4.1&6.8	-0.3&2.8
Cc1cnc(NC(=O)/C=C/c2ccc(Br)o2)s1	-0.6	-12.6	-5.0	-4.7	3.7	-19.2	-0.1	10.9	-8.4	-1.5
CCN(CC)c1ccc(/C=N/NC(=O)C2CC2)cc1	0.6	-52.9	-32.2	1.9	4.7	2.1	4.6	-0.3	-4.6	-3.7
C1=CC2CCC1ON2c1ccccc1 (configuration not stated)	-1.9	-0.7	-2.2	-4.1	7.0	-2.2	-0.3	1.1	8.0	-2.6
Cc1ccnc(NS(=O)(=O)c2ccc(NC(=O)c3ccc(S(=O)(=O)N(C)C)cc3)cc2)n1	1.4	2.2	4.0	-6.3	-5.5	6.6	0.1	4.3	-9.6	-1.0
C[C@@H](c1ccccc1)N1C[C@@H](COCc2ccccc2)Oc2cc(N3CC[C@H](O)C3)ccc2S1(=O)=O	-0.7	2.0	2.9	-12.8	-21.9	9.5	0.2	4.0	-13.5	-3.7
CCOC(=O)c1c(N)sc(C(=O)N(C)C)c1C	0.1	2.2	0.1	1.8	2.8	-1.3	-0.3	3.8	-0.9	0.4
COc1ccc(C(=O)N2CCN(C(=O)C3CCCO3)CC2)cc1[N+](=O)[O-] (configuration not stated)	5.2	-7.2	3.2	5.5	6.2	-1.9	-0.6	-2.2	5.3	-2.6
Cc1cc2c(cc1S(=O)(=O)CCC(=O)NC1CCC(C)CC1)OCC(=O)N2 (configuration not stated)	0.2	0.8	2.2	5.7	9.8	5.0	-0.5	0.6	16.9	-1.9
CN(CC(=O)Nc1ccc(S(N)(=O)=O)cc1)C1CCCCC1	-0.7	-4.0	0.3	-4.8	-7.8	-4.7	-6.8	0.6	-1.7	-7.0
CCN(C[C@H]1[C@@H](c2ccc(C3=CCCC3)cc2)[C@H](CO)N1c1nc(C)c(C)s1)S(=O)(=O)c1ccccc1[N+](=O)[O-]	2.1	-3.7	2.3	-2.8	6.0	-1.4	0.8	.	.	-0.4
Cc1noc(C)c1COc1cccc(C(=O)OC(C)C(=O)Nc2c(C)n(C)n(-c3ccccc3)c2=O)c1 (configuration not stated)	0.0	-3.9	0.7	-5.2	-5.7	-6.5	0.6	12.1	-7.6	-2.2
COc1ccc(/C=C2\SC(=O)N(CCNC(=O)C3CC(=O)N(c4ccccc4)C3)C2=O)cc1 (configuration not stated)	-1.1	-1.7	-2.1	2.4	-3.0	-0.3	-0.4	9.3	-1.1	2.8
Clc1ccc(Cn2ncc3c(N4CCOCC4)ncnc32)cc1	-1.3	4.3	7.9	8.5	5.5	0.6	0.3	8.8	-3.7	-1.4
O=C(c1ccnc(Cl)c1)N1CCCC(N2CCN(c3ccccc3F)CC2)C1 (configuration not stated)	-4.0	-5.6	3.1	0.9	-2.2	-4.0	0.0	-1.4	-3.8	-3.4
Cc1cccc(OCC(=O)N2CCOCC2)c1	-1.5	1.6	-0.6	-8.5	1.2	1.7	-0.3	4.4	-6.7	4.4
COCCCNC(=S)NCCNc1nc2cc(C)c(C)cc2cc1C#N	-2.0	-37.9	-33.9	3.3	6.2	0.1	0.0	-9.3	4.1	0.1
Cc1ccc(C(=O)N2CCN(S(=O)(=O)c3ccc(Br)cc3)CC2)o1	12.9	-1.5	-1.4	4.0	-5.0	-3.1	0.1	-8.4	0.2	2.5
CC1(C)CN(c2ccc(CC#N)cc2)C1=O	-0.8	-0.9	5.6	0.3	6.5	-9.3	0.1	-2.2	-17.1	-1.9
O=C(CCn1c(=O)c2cccn2c2ccccc21)Nc1ccc(F)cc1	9.1	-9.3	-0.4	4.3	-3.7	4.7	-0.2	-0.4	1.1	3.5
COCc1c(C(=O)OCC(=O)c2c(N)n(CC(C)C)c(=O)n(C)c2=O)oc2ccccc12	-2.0	0.9	2.3	-5.1	-23.2	3.4	-0.1	0.5	-7.4	-7.3
COc1ccc(CCNS(=O)(=O)c2ccc3c(c2)OCCO3)cc1OC	2.7	2.1	0.1	0.5	-2.5	1.1	-0.1	-0.7	-4.8	-0.1
O=C(NCc1ccccn1)C1C2C=CC(C2)C1C(=O)Nc1ccc(F)cc1 (configuration not stated)	0.1	2.2	-2.1	3.4	7.0	-0.8	-0.1	-8.1	3.1	5.1
COc1cc2c(cc1OC)C1=NC(=O)CN1C(SCc1ccccc1)=N2	9.2	-42.1	-34.2	4.9	-12.9	-4.7	0.1	-4.6	10.5	0.3
O=C(CN1C(=O)/C(=C2\SC(=S)N(C3CCS(=O)(=O)C3)C2=O)c2ccccc21)Nc1ccc(F)cc1 (configuration not stated)	3.7	1.1	3.5	-5.2	-10.6	-1.5	0.9	5.7	-9.2	-5.1
O=C(O)c1ccc(/C=C2\SC(=S)N(NC(=O)c3ccc(Br)cc3)C2=O)cc1	3.8	-29.1	-5.0	-3.4	12.2	-3.8	-0.1	-9.1	-7.0	-0.1
COc1cccc(C2(c3cccc(OC)c3)CC2C(=O)Nc2ccc(F)cc2)c1 (configuration not stated)	0.2	-1.1	-0.7	1.8	-16.4	-3.5	-0.1	-10.3	5.3	0.6
Cc1ccc(CN2CCC2(C)C(=O)NC(C)C)cc1 (configuration not stated)	1.6	4.4	5.6	0.7	13.6	-2.1	-0.5	3.2	11.3	-1.5
CCOC(=O)/C=C/[C@H]1Cc2ccccc2CO1	2.8	7.3	5.4	7.5	8.5	-3.6	0.3	4.2	-12.1	-6.0
Cn1c(CSc2ccccc2)c(C#N)c2ccccc21	-2.4	-1.3	-5.9	2.3	-28.1	4.7	-0.6	-11.1	-4.2	11.7
CCCCn1c(/N=C/c2cc(OC)ccc2O)nc2ccccc21	-3.4	-18.0	-15.0	4.5	0.0	1.9	0.5	-2.2	2.9	-1.1
